# Source: PubChem BioAssay (several laboratories)
# Runt-CBFb FRET: inhibitors of RUNX1 Runt–CBFb binding, primary screen, biochemical, FRET, Cerulean-Runt, Venus-CBFb, uHTS; AID 1496, 2009; Runt-related transcription factor 1 (Homo sapiens) + Core-binding factor subunit beta …; Cerulean-Runt/Venus-CBFb FRET ratio 530/480, 1 h; 0.46% of 220,000 active; inhibition, % at 20 µM;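 active = inhibition over about 50% at 20 µM in the single-dose screen, limit read from the data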;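 also: 0% = DMSO wells and 100% = excess unlabeled CBFb competitor control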
# Target sequence (Q01196 whole entry, looked up): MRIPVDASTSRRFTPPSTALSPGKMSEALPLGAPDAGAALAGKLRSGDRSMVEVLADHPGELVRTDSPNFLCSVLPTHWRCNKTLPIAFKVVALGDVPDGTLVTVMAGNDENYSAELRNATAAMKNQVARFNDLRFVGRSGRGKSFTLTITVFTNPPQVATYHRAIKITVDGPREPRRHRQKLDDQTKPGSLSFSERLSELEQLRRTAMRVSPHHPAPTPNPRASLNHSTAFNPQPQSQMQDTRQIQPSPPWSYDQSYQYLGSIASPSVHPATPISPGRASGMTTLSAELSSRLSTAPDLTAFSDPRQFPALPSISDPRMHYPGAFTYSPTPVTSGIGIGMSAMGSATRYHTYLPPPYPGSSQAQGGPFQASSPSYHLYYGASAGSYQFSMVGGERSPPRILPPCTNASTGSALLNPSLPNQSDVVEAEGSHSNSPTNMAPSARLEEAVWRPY
# Target sequence (Q13951 whole entry, looked up): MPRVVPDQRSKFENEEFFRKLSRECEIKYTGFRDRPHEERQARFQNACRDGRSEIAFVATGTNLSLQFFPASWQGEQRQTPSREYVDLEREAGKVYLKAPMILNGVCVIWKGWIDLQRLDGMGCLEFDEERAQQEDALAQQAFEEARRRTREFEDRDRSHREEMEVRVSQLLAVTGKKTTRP
#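 Schedule: protein complex preformed 1 h, compound exposure 1 h, room temperature, dark; test system: Cerulean-labeled Runt domain protein; amount: 100 nM per protein; buffer or medium: Tris 50 mM pH 7.5, KCl, K2SO4, 0.01% BSA; read-out: loss of energy transfer signal; detection: FRET fluorescence; controls: 5 µM unlabeled CBFb as full-inhibition high control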
# Hck Nef HTS: inhibitors of Nef-activated human Hck kinase, primary screen, biochemical, Z-Lyte FRET, 384-well, Hck-YEEI. Recombinant Hck-YEEI plus Nef, Z-Lyte FRET kinase assay. inhibition, % at 20 µM. 0.68% of 220,000 active;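 active = Hck-Nef kinase inhibition above about 50%, limit read from the data; inactive = inhibition below that limit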;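 also: 0% = DMSO with Hck plus Nef and 100% = Hck alone without Nef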
# p47phox inh: p47phox/p22phox peptide binding inhibitors, primary screen, biochemical, uHTS, NADPH oxidase regulatory subunit | 0.53% of 220,000 active | fluorescence polarization, 2 h | Neutrophil cytosol factor 1 (Homo sapiens), P14598 | inhibition, % at 24.7 µM | AID 1274, 2008;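 active = inhibition above about 30%, limit read from the data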;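 also: 0% = p47phox with labelled peptide and 100% = labelled peptide alone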
# 14-3-3 Bad PPI: inhibitors of 14-3-3 zeta/Bad binding, primary screen, biochemical, TR-FRET, bovine 14-3-3 zeta. 14-3-3 protein zeta/delta (Bos taurus), P63103. TR-FRET 14-3-3zeta/Dy647-pBad peptide displacement, 1 h. inhibition, % at 21.7 µM. 0.71% of 220,000 active;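 active = inhibition above about 70%, limit read from the data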;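 also: 0% = full 14-3-3 plus peptide FRET controls and 100% = background without 14-3-3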
# EBV gp42 block: Epstein-Barr virus gp42 inhibitors, primary screen, biochemical, uHTS, fluorescence polarization; 0.42% of 220,000 active; Fluorescence polarization binding assay, mP read-out; Glycoprotein 42 (Epstein-Barr virus (strain AG876)), Q1HVG2; inhibition, % (tested at 21.74 µM); in the data active = inhibition above about 50%
# Target sequence (Q1HVG2 whole entry, looked up): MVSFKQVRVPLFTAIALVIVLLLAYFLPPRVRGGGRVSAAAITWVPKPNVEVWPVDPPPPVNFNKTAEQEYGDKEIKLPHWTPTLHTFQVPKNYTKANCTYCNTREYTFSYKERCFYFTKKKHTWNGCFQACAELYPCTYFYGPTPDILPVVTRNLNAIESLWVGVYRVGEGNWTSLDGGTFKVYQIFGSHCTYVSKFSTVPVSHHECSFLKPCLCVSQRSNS
# zVAD death inh: inhibitors of zVAD-triggered necroptosis, primary screen, L929 cells; L929 zVAD necroptosis rescue, ATP luminescence, 24 h; with zVAD 60 µM; viability rescue, % at 10 µM; 0.38% of 220,000 active; AID 1377, 2008;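 active = activation, scaled between plate controls, above about 75%, limit read from the data; inactive = activation under that limit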;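 also: 0% = zVAD with DMSO and 100% = DMSO alone without zVAD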
# MDM2 E3 inh: MDM2-luciferase reporter signal enhancers, primary screen, MDM2 E3 ligase inhibitor project, cell-based, luminescence, 1536-well; signal enhancement, % at 5 µM; AID 1230, 2008; cell-based MDM2 ubiquitination luciferase reporter, 2 h; 0 = plate control, 100 = twice control, blank-subtracted; 0.11% of 210,000 active; E3 ubiquitin-protein ligase Mdm2 (Homo sapiens), Q00987;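 active = signal enhancement of 30% or more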;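 also: luminescence tracks abundance of the self-degrading MDM2-luciferase fusion protein; higher signal means inhibition of MDM2 E3 ligase activity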
#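 test system = mammalian cells stably expressing self-ubiquitinating, self-degrading MDM2 E3–luciferase fusion | quantity = 2000 cells/well | incubation = cell settling 4 h, compound treatment 2 h, both 37 °C | signal = luminescence with SteadyLite reagent, 15 min at room temperature | evaluation = % enhancement relative to plate controls after blank subtraction | benchmarks = plate controls and plate blanks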
# Tb hexokinase: Trypanosoma brucei hexokinase 1 inhibitors, primary screen, biochemical, G6PDH-coupled NADH absorbance, MLSCN library | 0.11% of 220,000 active | recombinant TbHK1, G6PDH-coupled NADH A340 | hexokinase 1 [Trypanosoma brucei] | inhibition, % at 10 µM;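 active = inhibition of 50% or more in the single-dose primary screen; inactive = inhibition below 50%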
# Runt-SMMHC FRET: inhibitors of RUNX1 Runt–CBFb-SMMHC binding, primary screen, biochemical, FRET, Cerulean-Runt, Venus-CBFb-SMMHC, uHTS; AID 1434, 2008; 0.74% of 220,000 active; Cerulean-Runt/Venus-CBFb-SMMHC FRET ratio 530/480, 1 h; inhibition, % at 20 µM;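 active = mean inhibition across duplicate retests at 20 µM reaching about 50%, limit read from the data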;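 also: 0% = DMSO wells and 100% = wells with excess untagged CBFb-SMMHC; inhibitors lower the FRET ratio by blocking Runt binding to CBFb-SMMHC; some results filed as inactive read as strong as hits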
# * = called active by the depositor; . = no result given; [ ] = dose if it differs, or a comment.
SMILES,Runt-CBFb FRET,Hck Nef HTS,p47phox inh,14-3-3 Bad PPI,EBV gp42 block,zVAD death inh,MDM2 E3 inh,Tb hexokinase,Runt-SMMHC FRET
Fc1ccc(C2CC(c3cccs3)=NN2c2ccccc2)cc1 (configuration not stated),25,39,-19,-3,-27,-0.2,-23,-5,79*
O=S(=O)(Nc1cccc(Oc2cnccn2)c1)c1ccc(F)cc1,1,-5,-5,-13,0,0.0,4,3,-2
Cc1cccc(N2CCN(C(=O)c3c(C)nn(Cc4ccccc4Cl)c3C)CC2)c1C,-4,-21,-13,2,3,0.0,-7,-3,-6
Cc1ccc(NC(=O)Nc2cc(S(C)(=O)=O)ccc2Cl)cc1,0,7,-3,1,-9,1.1,-4,11,-2
Sc1oc(-c2ccccc2)cc1C=Nc1ccccc1,13,-2,-34,-1,1,0.8,-10,-12,5
O=C(CN(CCc1ccccc1)S(=O)(=O)c1ccc(Cl)cc1)N/N=C/c1ccccc1C(=O)O,-5,15,1,6,2,0.0,-3,3,-7
CC(C)(O)CCCC(C)(O)c1ccc(C(=O)O)cc1O (configuration not stated),2,34,-5,18,-2,0.3,-40,-8,-2
COc1ccc(-c2nn(-c3ccccc3)cc2/C=N/NC(N)=S)cc1OC,0,17,-21,2,5,-0.6,-6,0,4
CC1C(c2ccccc2)=[N+]([O-])C2(CCCCC2)N1O (configuration not stated),-1,-1,29,0,-19,0.1,15,-2,2
COc1ccc2oc(C(=O)OCC(=O)c3ccc4c(c3)OCCO4)c(C)c2c1,-2,0,-28,-19,-5,1.6,-19,-4,-8
NS(=O)(=O)c1ccc(NC(=O)Cn2ncc3c2-c2ccccc2OC3)cc1,4,-1,-4,5,-19,0.5,-4,-5,0
O=C(COC(=O)c1cccs1)NC12CC3CC(CC(C3)C1)C2,-1,-5,5,-1,-3,2.6,-8,1,-7
COc1cc(CCC(=O)Nc2cc(C)cc(C)c2)cc(OC)c1OC,0,26,-8,-8,-15,3.0,-3,0,-4
O=C1NC2(CCCCC2)C(=O)N1CCS(=O)(=O)Oc1ccccc1,0,1,-6,-15,-17,0.7,-1,0,2
CCC1C(=O)CC(c2ccc([N+](=O)[O-])cc2)NC1c1ccc([N+](=O)[O-])cc1 (configuration not stated),2,15,-15,-10,-6,13,4,1,-1
Clc1ccc(CSc2nnnn2-c2ccc3c(c2)OCO3)c(Cl)c1,-3,-22,0,4,-9,-0.7,-26,43,-3
O=C(NCC1CCCO1)c1cc2n(n1)C(C(F)(F)F)CC(c1ccc(F)cc1)N2 (configuration not stated),-8,-9,-11,-12[fluorescence artefact?],-10,2.6,-2,-1,-15
O=C1CC(N2CCN(c3ccccc3)CC2)C(=O)N1c1ccc2c(c1)OCO2 (configuration not stated),0,2,-3,-14,-2,0.3,-42,-2,2
Oc1ccc(Cl)cc1/C=N/c1nc2ccccc2[nH]1,-4,-1,-10,13,-25,-0.5,-6,-25,-27
O=C(COC(=O)Cc1ccc(Br)cc1)Nc1c(F)c(F)c(F)c(F)c1F,0,-2,-7,-4,-2,-0.2,-21,2,-2
O=C1CC(N2CCC(O)CC2)C(=O)N1c1ccc(Br)cc1 (configuration not stated),3,-1,-6,4,-3,-0.4,-13,5,15
Cn1c(SCc2ccccc2)nnc1-c1c[nH]c2ccccc12,-2,0,-11,2,6,20,-2,-2,3
Cc1ccc(C(=O)N2CCN(c3ccc(NC(=S)NC(=O)Cc4ccccc4)cc3)CC2)cc1,2,0,-25,-4,-17,-0.2,-7,-3,1
Cc1cccc(C(=O)Oc2ccc(/C=N/NC(=O)Cc3ccc([N+](=O)[O-])cc3)cc2)c1,0,-2,1,9[fluorescence artefact?],-7,-0.2,-7,32,-20
CC(=O)c1ccc(NC(=S)NNC(=O)c2ccncc2)cc1,4,0,-13,-4[fluorescence artefact?],-11,1.3,-12,-42,-2

# (more compounds)
SMILES,Runt-CBFb FRET,Hck Nef HTS,p47phox inh,14-3-3 Bad PPI,EBV gp42 block,zVAD death inh,MDM2 E3 inh,Tb hexokinase,Runt-SMMHC FRET
NNc1nc2c(-c3ccc(F)cc3)nnn2c2ccccc12,13,-3,-113,17,-20,11,-3,-10,-5
CCOC(=O)C1CCCN(C(c2ccccn2)c2c(C)[nH]c3ccccc23)C1 (configuration not stated),2,5,.,4,-8,3.2,-3,-11,0
CCc1ccc(C2C(C(=O)O)c3ccccc3C(=O)N2C)cc1 (configuration not stated),0,0,-7,-12[fluorescence artefact?],-20,0.0,-6,-1,3
COc1ccc(CN2C(=O)CS/C2=N/N=C/c2ccccc2)cc1,-2,0,-16,0,-15,1.6,2,-7,5
O=[N+]([O-])c1ccc(N2CCN(Cc3ccccc3)CC2)c(S(=O)(=O)N2CCOCC2)c1,-1,-2,-5,0,4,-0.2,-8,-16,0
COCCCNS(=O)(=O)c1ccc(C)cc1,-2,21,6,-9,1,6.4,-2,1,2
CCCC(=O)C1=C(N2CCCC2)CC(C)(C)C(C(=O)OC)C1=O (configuration not stated),1,-4,9,0,-9,0.1,-9,-18,-11
Cc1nn(Cc2c(Cl)cccc2Cl)c(Cl)c1/C=N/NC(=O)c1cccnc1,0,3,10,3,-48,1.3,7,-5,9
CCCCOC(=O)CSc1nc2c(c(=O)[nH]c(=O)n2C)n1C/C=C(\C)Cl,3,4,0,10,10,-0.2,-15,43,-1
Cc1ccc2nc(NC(=O)CSCC(=O)OCC(=O)c3ccccc3)sc2c1,0,9,-22,-4,-20,-0.2,-40,4,0
O=[N+]([O-])c1ccc(NCCCO)c(S(=O)(=O)N2CCOCC2)c1,2,14,-8,-1,-10,0.7,-5,-14,-1
O=C(c1cnn2c(C(F)(F)F)cc(-c3ccc4c(c3)OCO4)nc12)N1CCCCC1,-2,5,0,14,12,0.0,-16,20,3
O=C(NCc1ccco1)c1ccc(CS(=O)(=O)Cc2ccc(F)cc2)o1,2,-1,-6,-9,-3,0.3,-17,3,-3
Cc1ccc(C)c(NC(=S)N(C)C)c1,-2,-2,-11,2,-12,1.5,-2,-9,2
CCN(CCCNC(=O)CC(C(=O)N1CCc2ccccc21)n1ccnc1)c1ccccc1 (configuration not stated),-1,0,-12,-11,-1,-0.4,-10,56*,6
Cn1c(=N)c(S(=O)(=O)c2ccc(F)cc2)cc2c(=O)n3ccccc3nc21,63*,14,-2,0,-27,0.5,-14,-16,80*
Cn1c(NC(=O)C2CC2)cc(=O)n(C)c1=O,1,1,3,9,-8,0.8,-18,-2,-6
CC(=O)Nc1ccc(/C=C(\C#N)C(N)=O)cc1,1,8,0,-3,0,0.4,-16,-61,-2
N=c1n(Cc2ccccc2)c2ccccc2n1CC(O)c1ccccc1 (configuration not stated),1,1,6,13,-6,-0.2,-17,11,-2
CCOC(=O)/C=C/c1cnn(-c2ccccc2)c1,-1,2,-12,-5,-21,0.0,-1,-7,2
CSC1=NCCN1CCOc1ccccc1,.,20,-6,-3,-26,16,-4,5,3
O=C(O)CC1(CC(=O)Nc2ccc(Cl)cc2C(=O)c2ccccc2)CCCC1,1,8,-7,-13,-7,-0.5,-10,-1,-4
O=[N+]([O-])c1cccc2ccc(/C=C/c3ccc(Cl)cc3)nc12,4,-1,-3,4,-5,1.9,-9,-10,-5
O=C(Nc1ccc2c(c1)CCC2)c1cccc(S(=O)(=O)Nc2ccccc2Cl)c1,0,5,-120,11,-10,1.6,2,29,4
Cc1ccc(NC(=O)/C(=C/C=C/c2ccccc2)NC(=O)c2ccccc2)cc1,0,1,-18,-5,-9,0.2,-4,-34,4

# (continued)
SMILES,Runt-CBFb FRET,Hck Nef HTS,p47phox inh,14-3-3 Bad PPI,EBV gp42 block,zVAD death inh,MDM2 E3 inh,Tb hexokinase,Runt-SMMHC FRET
O=C1NC(=O)c2cc(Br)cc3cccc1c23,0,6,-7,-10,14,4.8,-1,1,0
CC(=O)N(CN1C(=O)c2ccccc2C1=O)c1ccc2c(c1)oc1ccccc12,-2,1,-9,0,1,1.1,-9,-10,-4
O=Nc1c(O)n(Cc2cccc(C(F)(F)F)c2)c2ccccc12,0,-4,-17,-7,9,0.8,-13,2,2
CCN(CC)c1ccc2cc(C(N)=O)/c(=N\NC(=O)c3ccncc3)oc2c1,-85,-4,-101,-18,-208,2.0,-7,-12,-128
Cc1ccc(C(=O)Nc2ccc3c(c2)CCC3)cc1,-2,5,-6,6,2,19,-81,0,0
O=C(NCCc1ccccc1)c1ncn[nH]1,2,0,-6,-7,-11,-0.3,-13,3,5
Cc1c(Cl)cnc(NC(=O)COC(=O)c2cccc(S(=O)(=O)N3c4ccccc4CC3C)c2)c1Cl (configuration not stated),-1,-1,-49,-15,-6,0.5,2,29,0
CCCC(=O)N1CCN(c2ccc(NC(=O)c3sc4ccccc4c3Cl)cc2)CC1,-10,8,-2,5,-7,-0.1,-8,-23,-27
COCCNC(=O)c1onc(CSc2ccccc2C)c1C(=O)O,0,1,-5,29,-12,-0.4,-22,-9,-1
CCc1ccc(-c2cc(-c3n[nH]c(=S)n3CC)c3ccccc3n2)cc1,-5,7,-7,23,-10,0.2,-6,-8,5
CCCCC(CC)CNC(=O)C(=O)C1C(=O)Nc2ccccc21 (configuration not stated),2,23,3,-22,6,2.1,-18,-2,1
COc1ccc(C2(O)CCN(CC(=O)Nc3nccs3)CC2)c(OC)c1,2,-3,-10,-8,-5,-0.1,-15,6,4
COc1ccc(NC(=O)CSc2nnc(NC(=O)c3ccco3)s2)cc1,2,19,-1,-8,-17,11,-1,-5,1
COc1cccc(S(=O)(=O)Nc2ccc(C(=O)N3CCN(C(=O)c4ccco4)CC3)cc2)c1,1,7,-14,-8[fluorescence artefact?],-24,-0.7,3,3,-5
COc1ccc(S(=O)(=O)N2CC(C(=O)O)Oc3ccc(CC(=O)O)cc32)cc1 (configuration not stated),-3,-1,-6,16,-14,0.0,-21,1,0

# Tb hexokinase: what is marked active above.
smiles	Runt-CBFb FRET	Hck Nef HTS	p47phox inh	14-3-3 Bad PPI	EBV gp42 block	MDM2 E3 inh	Tb hexokinase	Runt-SMMHC FRET
CCN(CCCNC(=O)CC(C(=O)N1CCc2ccccc21)n1ccnc1)c1ccccc1 (configuration not stated)	-1	0	-12	-11	-1	-10	56*	6
